Source: PubChem BioAssay
NPY Y1 blocker: NPY-Y1 (human) receptor antagonism. HEK293-CNG Y1 cells, membrane potential fluorescence; NPY at EC95, then isoproterenol. inhibition, % at 3.6 µM. actives 1% (n = 200,000). AID 1040;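 active = inhibition above the campaign mean inhibition of all tested compounds plus 3 SD, cut at about 20% in these data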;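 also: 0% = DMSO wells given NPY plus isoproterenol and 100% = isoproterenol alone without NPY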
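Assay system: HEK293 Y1/CNG channel cell line; Doses: single compound dose of 3.6 µM, 0.4% DMSO; Timing: dye 3 h, compound 60 min room temperature, stimulation 45 min; Technique: Membrane-potential fluorescent dye readout; Measure: % inhibition of NPY effect.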
S1P4 antagonist: human S1P4 receptor antagonism | inhibition, % at 4.98 µM | actives 0.26% (n = 220,000) | S1P4-expressing cells, antagonist mode, reporter read-out; in the data active = inhibition above about 29%;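 also: 0% = wells stimulated with agonist and 100% = vehicle wells without agonist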
S1P4 ag: activates the human S1P4 receptor. O95977. S1P4-expressing cell line, agonist reporter assay. activation, % at 4.98 µM. actives 0.35% (n = 220,000). AID 1509; in the data active = activation above about 11%;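 also: 0% = DMSO vehicle and 100% = reference agonist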
NPY-Y1 PAM-ag: potentiators or agonists of human neuropeptide Y receptor Y1. AID 1304. actives 0.37% (n = 220,000). NPY-Y1 expressing cells, potentiator/agonist activation. P25929. activation, % at 3.6 µM; in the data active = activation above about 33%, passing the limit was not always enough;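 also: cells stimulated with NPY at EC10 then isoproterenol at EC100; 0% = low agonist plus stimulus and 100% = saturating agonist plus stimulus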
NPY2 pot ag: potentiators or agonists of human neuropeptide Y receptor Y2; cells expressing NPY-Y2, potentiator/agonist read-out; actives 0.45% (n = 220,000); activation, % at 3.6 µM; in the data active = activation above about 27%;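 also: cells stimulated with NPY near EC25 plus isoproterenol at EC100; 0% = vehicle plus submaximal agonist and 100% = vehicle plus saturating agonist; some results beyond the cut were filed as inactive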
Target sequence (P49146 whole entry, looked up): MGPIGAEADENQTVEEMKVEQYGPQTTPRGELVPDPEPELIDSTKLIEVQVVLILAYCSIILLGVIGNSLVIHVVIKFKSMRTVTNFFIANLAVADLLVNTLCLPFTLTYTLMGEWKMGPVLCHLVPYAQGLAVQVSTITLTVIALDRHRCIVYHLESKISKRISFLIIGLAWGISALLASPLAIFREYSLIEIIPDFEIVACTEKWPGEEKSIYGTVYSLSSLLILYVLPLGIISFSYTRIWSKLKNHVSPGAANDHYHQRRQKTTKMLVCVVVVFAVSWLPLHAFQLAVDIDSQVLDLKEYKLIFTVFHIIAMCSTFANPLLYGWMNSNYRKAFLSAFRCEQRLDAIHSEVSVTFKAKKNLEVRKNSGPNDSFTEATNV
CHOP inhibitor: blocks CHOP induction under ER stress; CHO-K1 CHOP-promoter luciferase, tunicamycin-induced, 15-18 h; inhibition, % at 10 µM; actives 3.8% (n = 220,000); AID 2732;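 active = compounds that reduced the stress-induced luciferase reporter signal by more than about 70% of percent inhibition, limit read from the data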;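 also: 0% = tunicamycin plus vehicle and 100% = wells without tunicamycin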
BaF3 parental: counter-screen for JAK2V617F inhibitors: parental Ba/F3 viability inhibitors | CellTiter-Glo ATP luminescence | inhibition, % at 5.6 µM | actives 1.1% (n = 220,000);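 active = inhibition above a per-campaign cutoff, the mean inhibition of all tested compounds plus 3 SD, cut at about 27% in these data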;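 also: 0% = DMSO wells and 100% = JAK Inhibitor I control wells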
NCF1 inh: blocks human p47phox regulatory protein of NADPH oxidases | P14598 | p47phox/p22phox peptide binding, fluorescence polarization, 2 h | inhibition, % at 24.7 µM | actives 0.53% (n = 220,000) | AID 1274;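 active = inhibition above about 30%, limit read from the data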;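 also: 0% = p47phox with labelled peptide and 100% = labelled peptide alone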
Target sequence (P14598 whole entry, looked up): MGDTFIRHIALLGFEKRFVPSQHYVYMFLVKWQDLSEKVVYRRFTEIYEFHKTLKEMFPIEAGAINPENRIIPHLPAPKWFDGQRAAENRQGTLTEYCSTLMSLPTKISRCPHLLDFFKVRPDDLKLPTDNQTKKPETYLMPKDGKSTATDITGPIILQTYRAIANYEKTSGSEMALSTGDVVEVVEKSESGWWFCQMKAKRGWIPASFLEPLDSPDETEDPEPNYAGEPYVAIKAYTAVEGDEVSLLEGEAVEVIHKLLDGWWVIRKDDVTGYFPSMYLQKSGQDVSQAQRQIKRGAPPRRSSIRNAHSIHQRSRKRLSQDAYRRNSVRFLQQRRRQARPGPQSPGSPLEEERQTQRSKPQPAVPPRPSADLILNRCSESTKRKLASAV
Ba/F3 V617F tox: reduce viability of Ba/F3 cells dependent on JAK2V617F; Ba/F3 EpoR-JAK2V617F viability, ATP luminescence; inhibition, % at 5.6 µM; actives 1.1% (n = 220,000); AID 1446;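 active = inhibition above the campaign mean plus 3 SD over all tested compounds, cut at about 24% in these data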;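 also: cytokine-independent growth of Ba/F3 cells driven by EpoR plus mutant JAK2; 0% = DMSO-treated cells and 100% = JAK inhibitor I control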
An asterisk follows results filed as active; . = no result given.

SMILES	NPY Y1 blocker	S1P4 antagonist	S1P4 ag	NPY-Y1 PAM-ag	NPY2 pot ag	CHOP inhibitor	BaF3 parental	NCF1 inh	Ba/F3 V617F tox
O=C(COC(=O)c1ccc([N+](=O)[O-])o1)c1ccccc1	-4	4	1.4	-3	-13	-11	-1	1	-2
COC(=O)[C@@H]1CCCN1Cc1c(C(=O)N2CCCCC2)nc2c(C)cccn12	5	-8	0.2	9	2	12	0	0	-1
O=C(CCCSc1nc2sc3c(c2c(=O)[nH]1)CCC3)NCCCO	1	6	0.7	23	-9	18	3	1	-4
O=C(CNS(=O)(=O)c1ccc2ccccc2c1)NCCc1ccccn1	-5	-5	1.3	-1	8	6	5	2	-1
COc1ccccc1OCCNC(=O)/C=C/c1ccc([N+](=O)[O-])cc1	4	-14	0.3	-18	-10	55	7	-3	2
CCOC(=O)C1=C(CSCc2ccccc2)NC(=O)NC1c1cc(C)ccc1C (centres undefined)	1	-11	-0.9	-4	-8	25	7	-193	6
Cc1cccc(C(=O)NNC2=C(C(=O)C(F)(F)F)CCC2)c1O	1	-8	1.4	13	-8	43	7	-8	-1
CC1CCN(c2ccc([N+](=O)[O-])c(SCCO)c2)CC1	.	-10	1.6	-3	17	7	0	-41	-4
Cc1ccnn1CC(=O)N/N=C/c1c[nH]c2ccccc12	.	-7	0.7	2	12	-5	0	-16	1
CC(OC(=O)Cc1c(F)cccc1Cl)C(=O)NCCC1=CCCCC1 (centres undefined)	6	-12	-0.1	-1	-4	62	6	-10	1
O=S(=O)(/N=C(\Sc1ccccc1)c1ccccc1)c1ccc(Cl)cc1	1	3	0.9	16	-8	1	5	-8	-1
Cc1cccnc1NC(=O)C(C)N1C(=O)c2ccccc2C1=O (centres undefined)	.	3	-2.0	-8	-9	-12	-1	-3	5
COC(=O)C1=C(C)N(Cc2ccco2)C(=O)N[C@H]1c1cccc(C(F)(F)F)c1	-3	-2	1.0	-28	-14	16	6	1	3
COc1ccc(-n2c(C)cc(/C=C3\C(=O)NN(c4ccccc4)C3=O)c2C)cc1	7	-16	-0.7	10	4	45	5	-14	-4
CN(C)C(C(=O)Nc1cc(Cl)cc(Cl)c1)c1ccccc1 (centres undefined)	16	-4	1.0	-15	-7	19	11	-7	2
Cc1nn(-c2ccccn2)c2c1C(c1ccccn1)C1=C(CCCC1=O)N2 (centres undefined)	2	9	1.1	26	5	-8	6	-4	-1
c1csc(-c2csc3nc(CN4CCOCC4)nc(NCc4ccc5c(c4)OCO5)c23)c1	44*	12	0.7	-59	-31	30	7	-4	5
CCc1nnc(NS(=O)(=O)c2ccc(NC(=O)c3ccccc3)cc2)s1	.	-5	1.5	-17	-15	2	3	-9	3
Cc1c(C(=O)OCc2nc3scc(-c4ccccc4)c3c(=O)[nH]2)cccc1[N+](=O)[O-]	2	-22	1.6	-5	-5	44	2	-35	-3
Cc1ccc(/C=C2\SC(=S)N(c3cccnc3)C2=O)o1	.	-10	-0.7	14	19	33	-2	-1	-1
CC1CC(C)CN(CC(=O)N2CCOCC2)C1 (centres undefined)	6	-4	0.0	10	-10	-8	9	-2	1
O=C(c1ccco1)c1cn(CC(=O)N2CCCc3ccccc32)c2ccccc12	4	0	-0.6	-8	-5	37	4	-7	-1
O=C(CN1CCCCCC1)Nc1ccccc1Oc1ccccc1	6	1	-2.9	-24	-14	-20	3	-16	0
COc1ccc(-c2noc(=O)[nH]2)cc1	3	-17	2.7	5	3	-9	1	3	1
Cc1ccc(C)c(S(=O)(=O)NCCOC(=O)Nc2sc(=S)n(C)c2C)c1	0	-11	-1.5	16	21	15	8	-9	0
COc1ccc(S(=O)(=O)N2CCC(C(=O)NCCC3=CCCCC3)CC2)cc1C	-7	-7	-0.3	4	-1	66	6	5	2
CC(=O)N/C(=C\c1ccc(Br)s1)C(=O)O	-5	8	0.9	-6	-12	-20	2	6	-2
COc1ccc(Br)cc1CN1CCN(C(=O)c2ccc(F)cc2)CC1	2	7	-1.1	4	0	5	4	0	5
COCCNC(=O)C(c1ccccc1C)N(C(=O)Cn1nnc2ccccc21)c1cccnc1 (centres undefined)	2	-5	1.0	23	-3	18	7	-15	1
O=C(CSc1nnc(Cc2cccs2)n1Cc1ccco1)Nc1cccc(Cl)c1	6	-18	1.3	4	10	-12	-1	-3	-4
Cc1nn(C)c(Oc2ccccc2)c1CCNS(=O)(=O)c1ccc(Cl)cc1	-1	-15	2.1	-5	6	27	5	1	-2
COc1cc(NC(=O)C2C3C=CC(C3)C2C(=O)O)c(OC)cc1Cl (centres undefined)	0	-20	0.7	-16	-5	9	3	1	2
O=C(N/N=C/c1ccccc1)c1ccc(N2CCOCC2)c([N+](=O)[O-])c1	7	-7	0.6	0	-4	37	4	-9	-3
CCNC(=S)N1CCc2cc(OC)c(OC)cc2C1COc1ccc(OC)cc1 (centres undefined)	7	9	-0.1	0	9	6	4	-5	-2
Nc1cccnc1Sc1cc(Cl)c(Cl)cc1Cl	3	-13	1.2	8	2	45	1	1	-5
C/C(=N\NC(=O)c1ccccc1-n1cccc1)C1CC1	2	-9	3.5	4	-5	31	7	-7	4
Cc1cc(C)cc(NC2=CC(=O)CC(c3ccco3)C2)c1 (centres undefined)	9	-6	1.0	-25	-17	20	5	-3	1
CCCOC(=S)Nc1ccccc1	1	-8	-3.1	-3	-14	41	6	4	0
N#Cc1c2ccc(OCC(N)=O)cc2n2ccccc12	2	5	-1.0	-7	-8	30	4	-14	2
O=C1CC(N2CCN(c3ccccn3)CC2)C(=O)N1c1ccc(F)cc1 (centres undefined)	9	5	1.5	21	7	0	3	-7	1
CC(=O)/C(=N/Nc1cccc(Cl)c1)N1CCOCC1	-3	13	-2.9	5	2	45	5	-4	0
C=CCNCCCOc1ccc(C(C)(C)c2ccccc2)cc1	3	-15	0.5	-9	-14	2	5	-7	3
CCCCOc1ccc(C(=O)NCc2ccccn2)cc1	5	-5	-0.5	13	0	-6	3	38*	-2
COc1ccc2nc(NC(=O)c3cnccn3)sc2c1	7	-3	4.0	-26	3	-17	3	-16	0
O=C(Cc1ccccc1)NCC(=O)OCC(=O)c1ccc(OC(=O)c2ccccc2)cc1	3	7	1.0	-3	-1	62	8	16	2

Part of the list above, with values under each structure.
Second line of a record: NPY Y1 blocker, S1P4 antagonist, S1P4 ag, NPY-Y1 PAM-ag, NPY2 pot ag, CHOP inhibitor, BaF3 parental, NCF1 inh, Ba/F3 V617F tox
O=C(COC(=O)c1ccc([N+](=O)[O-])o1)c1ccccc1
→ -4, 4, 1.4, -3, -13, -11, -1, 1, -2
COC(=O)[C@@H]1CCCN1Cc1c(C(=O)N2CCCCC2)nc2c(C)cccn12
→ 5, -8, 0.2, 9, 2, 12, 0, 0, -1
O=C(CCCSc1nc2sc3c(c2c(=O)[nH]1)CCC3)NCCCO
→ 1, 6, 0.7, 23, -9, 18, 3, 1, -4
O=C(CNS(=O)(=O)c1ccc2ccccc2c1)NCCc1ccccn1
→ -5, -5, 1.3, -1, 8, 6, 5, 2, -1
COc1ccccc1OCCNC(=O)/C=C/c1ccc([N+](=O)[O-])cc1
→ 4, -14, 0.3, -18, -10, 55, 7, -3, 2
CCOC(=O)C1=C(CSCc2ccccc2)NC(=O)NC1c1cc(C)ccc1C (centres undefined)
→ 1, -11, -0.9, -4, -8, 25, 7, -193, 6
Cc1cccc(C(=O)NNC2=C(C(=O)C(F)(F)F)CCC2)c1O
→ 1, -8, 1.4, 13, -8, 43, 7, -8, -1
CC1CCN(c2ccc([N+](=O)[O-])c(SCCO)c2)CC1
→ ., -10, 1.6, -3, 17, 7, 0, -41, -4
Cc1ccnn1CC(=O)N/N=C/c1c[nH]c2ccccc12
→ ., -7, 0.7, 2, 12, -5, 0, -16, 1
CC(OC(=O)Cc1c(F)cccc1Cl)C(=O)NCCC1=CCCCC1 (centres undefined)
→ 6, -12, -0.1, -1, -4, 62, 6, -10, 1
O=S(=O)(/N=C(\Sc1ccccc1)c1ccccc1)c1ccc(Cl)cc1
→ 1, 3, 0.9, 16, -8, 1, 5, -8, -1
Cc1cccnc1NC(=O)C(C)N1C(=O)c2ccccc2C1=O (centres undefined)
→ ., 3, -2.0, -8, -9, -12, -1, -3, 5
COC(=O)C1=C(C)N(Cc2ccco2)C(=O)N[C@H]1c1cccc(C(F)(F)F)c1
→ -3, -2, 1.0, -28, -14, 16, 6, 1, 3

Continued.
SMILES	NPY Y1 blocker	S1P4 antagonist	S1P4 ag	NPY-Y1 PAM-ag	NPY2 pot ag	CHOP inhibitor	BaF3 parental	NCF1 inh	Ba/F3 V617F tox
CNS(=O)(=O)c1c(C)cc(C)c(N(C)S(=O)(=O)c2ccccc2)c1C	5	-1	-1.1	1	3	17	-3	1	1
CCOc1ccc(NC(=O)CSc2nc3cccnc3n2CCOC)cc1	5	-18	1.6	-3	-1	-5	-1	7	-6
CCOc1cc(N2CCCC2)ccc1[N+](=O)[O-]	0	-21	-0.3	-9	0	9	2	-4	-1
CCOC(=O)N1CCN(C(=O)c2cn(CC)c3ccc(S(=O)(=O)N4CCCC4)cc3c2=O)CC1	3	10	2.4	2	-2	13	9	-9	2
COc1ccccc1-c1nnc2n1N=C(C(C)(C)C)CS2	4	-10	1.1	21	6	-26	4	-2	2
COC(=O)c1sc(S(=O)(=O)N2CCN(c3ccccc3)CC2)c(C(=O)OC)c1C	9	13	0.7	-2	9	24	1	-11	0
NC(=O)C1CCN(CC(=O)Nc2ccccc2N2CCOCC2)CC1	.	-4	0.3	14	-8	0	0	-7	-1
Nc1cc[n+](CC(=O)c2ccc3c(c2)OCCO3)cc1	6	-12	2.1	-10	10	5	71*	11	90*
COc1ccc(NC(=O)N2CCCC(C(=O)NC(C)C)C2)cc1 (centres undefined)	0	-16	1.2	-29	8	2	4	7	-2
COc1ccc(-c2nn(-c3ccccc3)cc2/C=C/C(=O)O)cc1[N+](=O)[O-]	.	9	0.1	8	-19	-8	2	-1	5
Cc1ccc(NC(=O)c2csc(-c3ccccc3)c2C)cc1	2	11	-0.1	19	-3	100*	-1	-10	0
CNC(=O)CN(c1cc(OCCOC)c(Cl)cc1Cl)S(=O)(=O)c1ccc(OC)cc1	-3	-17	0.6	13	11	-15	6	1	-2
OC(CNCc1cccc(Cl)c1)c1ccccc1 (centres undefined)	2	-7	-2.2	-14	0	11	-5	-12	-2
Cn1c(=O)oc2cc(S(=O)(=O)Nc3ccc4c(c3)OCCO4)ccc21	-6	1	-1.2	-3	1	-6	5	-20	-5
CC1CCN(C(=O)COC(=O)c2cc3ccccc3cc2O)CC1	11	-15	0.2	-32	-16	43	12	-15	5
FC(F)(Cl)c1nnc2ccc(Cl)nn12	3	-3	-2.1	-16	-2	-10	5	-2	2
O=C(NN=C1CCCC1)c1cc(-c2ccc(F)cc2)nc2ccccc12	-1	-6	1.7	-15	-15	-17	12	-5	0

Whole records, quoted from the list. Screens in order: NPY Y1 blocker | S1P4 antagonist | S1P4 ag | NPY-Y1 PAM-ag | NPY2 pot ag | CHOP inhibitor | BaF3 parental | NCF1 inh | Ba/F3 V617F tox
`CCOc1cc(N2CCCC2)ccc1[N+](=O)[O-]` across the screens: 0 | -21 | -0.3 | -9 | 0 | 9 | 2 | -4 | -1
`COC(=O)c1sc(S(=O)(=O)N2CCN(c3ccccc3)CC2)c(C(=O)OC)c1C` across the screens: 9 | 13 | 0.7 | -2 | 9 | 24 | 1 | -11 | 0
